# Assay outcomes (PubChem BioAssay)
# PI5P4K alpha inh = blocks human PI5P4K alpha kinase activity. P48426. PI5P4Kalpha enzyme, ADP-Glo luminescence, 60 min; hits give low values. max response, %. 1.2% of 330,000 active. AID 652105; active = max response of -50% or lower; inconclusive = between -30% and -50%; inactive = -30% or higher; also: value at the top dose of about 77 µM; % is scaled to controls: 0 for no effect and ±100 for the full control effect
# Target sequence (P48426 whole entry, looked up): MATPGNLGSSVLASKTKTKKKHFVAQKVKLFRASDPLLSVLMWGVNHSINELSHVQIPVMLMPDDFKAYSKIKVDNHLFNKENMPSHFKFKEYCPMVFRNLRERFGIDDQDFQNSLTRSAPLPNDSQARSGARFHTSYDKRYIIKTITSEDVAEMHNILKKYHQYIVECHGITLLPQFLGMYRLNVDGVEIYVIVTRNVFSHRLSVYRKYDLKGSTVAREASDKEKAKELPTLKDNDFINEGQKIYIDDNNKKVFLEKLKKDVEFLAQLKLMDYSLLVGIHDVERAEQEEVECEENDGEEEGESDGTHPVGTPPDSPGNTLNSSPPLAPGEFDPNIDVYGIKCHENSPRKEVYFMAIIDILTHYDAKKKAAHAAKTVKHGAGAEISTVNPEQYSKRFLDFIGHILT
#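 PI5P4Kalpha ADP-Glo assay; 5 microM ATP final; 60 min RT reaction; HEPES pH 7.4/EGTA/CHAPS, 5% DMSO; controls lacking substrate or enzyme; luminescent end-point.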
# EPAC1 agonist = agonists of human EPAC1 | O95398 | EPAC1 agonist qHTS, biochemical assay; response scale: 100% = response to 6.5 mM cAMP | Potency, µM (top dose mostly 154 µM), inactives show at the highest dose activation, usual class: activators | 0.073% of 360,000 active; also: potency is read from the fitted curve at half-maximal effect; nearly all actives have a fitted effect of over 60% in size
#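 Multi-concentration qHTS readout: loss of Rap1B-bound BODIPY-GDP fluorescence driven by 100 nM EPAC1 with excess GDP (50 uM), monitored kinetically at room temperature; agonist response expressed relative to 6.5 mM cAMP.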
# FUS yeast rescue = rescues growth of FUS-expressing yeast; S. cerevisiae FUS-expressing, growth rescue, OD600, 24 h; Potency, µM (top dose mostly 76.6 µM), for inactives: top-dose growth rescue (activation), actives largely listed as activators; 0.24% of 390,000 active; AID 1347120;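 also: potency is read from the fitted curve at half-maximal effect; plate controls were DMSO vehicle for no effect and reference control for full effect; nearly all actives have a fitted effect of over 55% in size; some results filed as inactive show a strong effect at the top dose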
#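 Compound concentration series was pinned onto galactose-induced FUS-expressing yeast seeded at OD 0.005. Plates sat 24hr at 30C; absorbance at 600 nm gave growth. DMSO served as background control.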
# IL2 activator = activates IL-2 in a cell-based reporter assay | activation, % (series mostly up to about 46 µM) | IL-2 activation reporter assay, cell-based qHTS; stimulated with anti-CD3/CD4/CD28 beads; in transgenic mouse T cells | 0.065% of 360,000 active | AID 652025; in the data active = activation above about 50%; inconclusive = mostly about 30% to 49%; also: 0% is about no effect
#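 Unstimulated transgenic mouse T cells, 750 per well, received compound and, after 60 minutes, anti-CD3/anti-CD4 bead plus anti-CD28 stimulation. EGFP and DsRed were quantified after 18 hours.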
# WRN helicase inh = blocks human WRN helicase; Potency, µM (highest dose often 114 µM), for the others: at the top dose activity change, negative = inhibition, most hits filed as inhibitors; AID 651768; WRN helicase unwinding, fluorescent forked duplex, kinetic; 0.46% of 360,000 active; also: potency is read from the fitted curve at half-maximal effect; % is scaled to controls: 0 for no effect and ±100 for the full control effect; nearly all actives have a fitted effect of over 55% in size
#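 Kinetic fluorescence helicase assay: unwinding of a quenched forked DNA duplex (100 nM final) with 2 mM ATP final raises red fluorescence (525/598 nm). Compounds sat 15 min at room temperature with 20 nM WRN beforehand.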
# EPAC1 antag = blocks human EPAC1 exchange factor; 0.14% of 360,000 active; Potency, µM (highest dose often 115 µM), inactives show top-dose activity change, negative = inhibition, most hits filed as inhibitors; O95398; EPAC1 GEF assay, Rap1b-BODIPY-GDP exchange fluorescence;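 also: potency is read from the fitted curve at half-maximal effect; plate controls were vehicle for no effect and positive control for full effect; nearly all actives have a fitted effect of over 50% in size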
# Abeta rescue = compounds reversing amyloid beta toxicity in yeast | AID 1347071 | Potency, µM (top dose mostly 46.1 µM), without a hit: at the highest dose growth rescue, usual class: activators | yeast expressing A-beta42, growth rescue, OD600, 48 h; response scale: 0% DMSO, 100% iron-clioquinol control | 0.063% of 410,000 active; also: potency is read from the fitted curve at half-maximal effect; nearly all actives have a fitted effect of over 55% in size
#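 Yeast growth medium received pinned compounds, then yeast cells expressing toxic A-beta were added; plates incubated at 30 C for 48 hr. Growth read as absorbance at 600 nm, normalized to DMSO and equimolar FeCl3 plus clioquinol controls.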
# PLK1 PBD block = inhibitors of human PLK1 polo-box domain binding. AID 720504. Potency, µM, for the others: max response, negative = inhibition, usual class: inhibitors. 2.8% of 360,000 active. Plk1 PBD binding of FITC phosphopeptide, fluorescence polarization; also: potency is read from the fitted curve at half-maximal effect; series mostly up to about 57 µM; % is scaled to controls: 0 for no effect and ±100 for the full control effect; nearly all actives have a fitted effect of over 65% in size
# Target sequence (P53350 whole entry, looked up, the tested form may be a part): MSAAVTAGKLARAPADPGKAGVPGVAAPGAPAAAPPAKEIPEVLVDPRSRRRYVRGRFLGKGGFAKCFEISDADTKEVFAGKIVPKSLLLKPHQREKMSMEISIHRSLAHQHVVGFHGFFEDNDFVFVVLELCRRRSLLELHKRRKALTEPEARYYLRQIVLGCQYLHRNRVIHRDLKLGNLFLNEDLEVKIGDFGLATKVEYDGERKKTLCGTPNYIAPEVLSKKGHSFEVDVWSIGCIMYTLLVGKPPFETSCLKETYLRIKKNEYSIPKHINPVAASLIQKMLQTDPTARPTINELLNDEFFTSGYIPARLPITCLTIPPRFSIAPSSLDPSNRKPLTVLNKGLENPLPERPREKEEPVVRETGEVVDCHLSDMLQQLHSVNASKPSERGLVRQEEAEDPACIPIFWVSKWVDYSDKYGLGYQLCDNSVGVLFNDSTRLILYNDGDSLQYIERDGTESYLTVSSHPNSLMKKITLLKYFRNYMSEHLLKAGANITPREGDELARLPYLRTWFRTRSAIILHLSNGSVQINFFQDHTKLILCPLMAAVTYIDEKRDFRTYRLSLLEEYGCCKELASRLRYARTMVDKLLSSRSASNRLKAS
# The depositor's hits bear a star; ? = inconclusive; · = no result given; & = joins results of further samples; [ ] = dose if it differs, or a comment. Unless noted, calls follow the shape of the dose curve; as a rule, active = well fitted curve in the direction sought with a large enough effect; inconclusive = small, poorly fitted or top-dose-only effect, or another doubt; inactive = no such curve, though single readings can be large; an effect the other way counts as inactive or inconclusive.
SMILES	WRN helicase inh	Abeta rescue	EPAC1 agonist	PI5P4K alpha inh	PLK1 PBD block	FUS yeast rescue	IL2 activator	EPAC1 antag
CN(C)c1cc(N)c2ccccc2n1 (tested in a mixture with another compound)	4%	-8%	7%	·	-6%	22%	1.0	-1%
C/C(CC(=O)Nc1ccc2c(c1)OCCO2)=N\NC(=O)COc1ccc(C)cc1	2%	12%	2%	1	-9%	-1%	0.1	-5%
CCOC(=O)C[C@H]1c2ccc(C(F)(F)F)cc2S(=O)(=O)N1c1cccc(OC)c1	-16%	1%	-23%	0	?	35%	-4.1	-29%
O=C(NCc1ccccc1)C1CCCN1C(=O)Nc1ccccc1[N+](=O)[O-] (stereo not given)	2%	2%	2%	-3	4%	-24%	0.0	-1%
COC(=O)c1c(-c2ccc(N(C)C)cc2)sc2ccc(OC)cc12	-10%	1%	4%	19	-8%	5%	0.1	-27%
CCOC(=O)NN1C(=O)c2ccccc2NC1c1ccc(OC)c(OC)c1 (stereo not given)	-1%	6%	-2%	5	-3%	7%	-1.7	3%
COc1ccc(C2=NOC(CN3C(=O)c4ccccc4S3(=O)=O)C2)cc1 (stereo not given)	-7%	-12%	-3%	0	4%	12%	0.4	6%
Cc1ccc(S(=O)(=O)N2C[C@H]3C(=O)C[C@@H](c4ccccc4)N(S(=O)(=O)c4ccc(C)cc4)[C@H]3C[C@H]2c2cccc3ccccc23)cc1	-8%	-8%	2%	4	1%	16%	-0.2	23%
Cc1ccc(NC(=O)C2CCN(c3cnccn3)CC2)cc1	-3%	6%	0%	2	5%	-22%	1.7	0%
COc1ccc(OC)c(/C=N/NC(=O)c2[nH]ncc2Br)c1	4%	4%	0%	-6	3%	-7%	-1.1	11%
O=C(CSc1nc(O)cc(=O)n1-c1ccccc1)Nc1ccc2c3c(cccc13)CC2	?	-13%	-2%	-1	-17%	41%	-2.1	79µM*
Cc1ccccc1N/N=C/c1c(C)nc2ccccn12	-11%	12%	-5%	6	-1%	-4%	-0.6	4%
O=C(CCS(=O)(=O)c1ccc(Cl)cc1)N1CCN(S(=O)(=O)c2cccs2)CC1	10%	-1%	2%	0	-17%	18%	-0.4	5%
O=C(COC(=O)/C=C/c1ccc(F)cc1)Nc1ccc(Cl)cn1	5%	-4%	1%	-2	8%	-8%	2.8	9%
O=C(O)C1CC(=O)N(CCOc2ccccc2)C1 (stereo not given)	4%	9%	2%	-1	-12%	12%	-0.6	-6%
COc1ccc([N+](=O)[O-])cc1NC(=O)CSc1nc(C)c(C)c(C)n1	5%	5%	-3%	-4	-6%	-27%	-3.7	6%

# Looked up one by one from the entries so far:
SMILES	WRN helicase inh	Abeta rescue	EPAC1 agonist	PI5P4K alpha inh	PLK1 PBD block	FUS yeast rescue	IL2 activator	EPAC1 antag
Cc1ccc(NC(=O)C2CCN(c3cnccn3)CC2)cc1	-3%	6%	0%	2	5%	-22%	1.7	0%
C/C(CC(=O)Nc1ccc2c(c1)OCCO2)=N\NC(=O)COc1ccc(C)cc1	2%	12%	2%	1	-9%	-1%	0.1	-5%

# The list goes on.
SMILES	WRN helicase inh	Abeta rescue	EPAC1 agonist	PI5P4K alpha inh	PLK1 PBD block	FUS yeast rescue	IL2 activator	EPAC1 antag
O=C(Oc1ccc[nH]c1=O)c1ccc(F)cc1	7%	5%	-9%	2	1%	-35%[inhibitor]	-3.5	17%
O=C(NCC(=O)N1CCN(c2ccccc2O)CC1)c1cccs1	-10%	-5%	9%	-12	3%	24%	0.0	-29%
COc1ccccc1/C=C/C=N/n1c(COc2ccccc2)n[nH]c1=S	-2%	16%	-9%	-1	?	-9%	-0.7	0%
CC1CCN(S(=O)(=O)c2ccc(NC(=O)Cc3ccc(S(=O)(=O)N4CCOCC4)s3)cc2)CC1	-7%	0%	-2%	3	2%	?	-1.6	-17%
Cc1ccsc1/C=N/NC(=S)NCc1ccccc1	-5%	?	7%	8	-2%	4%	0.0	-19%
CCOc1ccccc1CNC(=O)C1CCN(c2nnc(C)c3c(C)n(-c4ccc(C)cc4)nc23)CC1	13%	-9%&2%	13%	1	-4%	13%&3%	-5.2	11%
CC1CCCCN1C(=O)CSc1nnc(-c2c[nH]c3ccccc23)o1 (stereo not given)	-13%	2%	9%	·	-13%	14%	-2.1	5%
CC(=O)Nc1ccc(S(=O)(=O)NC2CCS(=O)(=O)C2)cc1Cl (stereo not given)	-11%	3%	-6%	1	-16%	-18%	-0.4	-2%

# Arranged by number of heavy atoms (smallest number first): 10 of the compounds above.
SMILES	WRN helicase inh	Abeta rescue	EPAC1 agonist	PI5P4K alpha inh	PLK1 PBD block	FUS yeast rescue	IL2 activator	EPAC1 antag
O=C(Oc1ccc[nH]c1=O)c1ccc(F)cc1	7%	5%	-9%	2	1%	-35%[inhibitor]	-3.5	17%
O=C(O)C1CC(=O)N(CCOc2ccccc2)C1 (stereo not given)	4%	9%	2%	-1	-12%	12%	-0.6	-6%
Cc1ccsc1/C=N/NC(=S)NCc1ccccc1	-5%	?	7%	8	-2%	4%	0.0	-19%
CC(=O)Nc1ccc(S(=O)(=O)NC2CCS(=O)(=O)C2)cc1Cl (stereo not given)	-11%	3%	-6%	1	-16%	-18%	-0.4	-2%
O=C(COC(=O)/C=C/c1ccc(F)cc1)Nc1ccc(Cl)cn1	5%	-4%	1%	-2	8%	-8%	2.8	9%
O=C(NCC(=O)N1CCN(c2ccccc2O)CC1)c1cccs1	-10%	-5%	9%	-12	3%	24%	0.0	-29%
CC1CCCCN1C(=O)CSc1nnc(-c2c[nH]c3ccccc23)o1 (stereo not given)	-13%	2%	9%	·	-13%	14%	-2.1	5%
O=C(CCS(=O)(=O)c1ccc(Cl)cc1)N1CCN(S(=O)(=O)c2cccs2)CC1	10%	-1%	2%	0	-17%	18%	-0.4	5%
CC1CCN(S(=O)(=O)c2ccc(NC(=O)Cc3ccc(S(=O)(=O)N4CCOCC4)s3)cc2)CC1	-7%	0%	-2%	3	2%	?	-1.6	-17%
CCOc1ccccc1CNC(=O)C1CCN(c2nnc(C)c3c(C)n(-c4ccc(C)cc4)nc23)CC1	13%	-9%&2%	13%	1	-4%	13%&3%	-5.2	11%

# Going on with the list:
SMILES	WRN helicase inh	Abeta rescue	EPAC1 agonist	PI5P4K alpha inh	PLK1 PBD block	FUS yeast rescue	IL2 activator	EPAC1 antag
CCNc1nc(NCC)nc(N/N=C/c2ccc(N(C)C)cc2)n1	3%	-23%	7%	1	-14%	26%	3.2	-26%
Cc1cc(C)n2nc(C(=O)OCCOc3ccc(F)cc3)nc2n1	0%	0%	-4%	1	2%	4%	-2.5	-15%
CCOc1cc(CNC(C)(C)C)ccc1OCC(=O)Nc1cccc(C(F)(F)F)c1	1%	-9%	-1%	1	-5%	11%	-0.7	9%
COc1cc(C(=O)O[C@H]2CC(C)=CC[C@@]3(C)CC[C@@](O)(C(C)C)[C@H]23)ccc1O	-4%	-82%[inhibitor]	-2%	17	-12%	?	-0.1	-17%
Fc1cccc(Cl)c1Cn1nnc(-c2ccc3c(c2)OCO3)n1	0%[57.1 µM]	-18%	6%	1	-5%	6%	-2.7	-11%
O=C(COC(=O)Cc1ccsc1)Nc1ccccc1	-4%	2%	3%	4	-13%	20%	-4.3	5%
Cc1cc(C)nc(N2CCCC(C(=O)Nc3nnc(C(C)(C)C)s3)C2)n1 (stereo not given)	-5%	-9%	-6%	-9	-11%	-4%	-0.7	-19%
COCCCNC(=O)c1cc(Sc2nnc(C)s2)nc2ccccc12	-6%	-1%	5%	-4	10%	7%	-1.7	1%
CCC1Oc2ccccc2N(CC(=O)NCCCN2CCC(C)CC2)C1=O (stereo not given)	110%[activator][57.1 µM]	0%	-4%	·	1%	-2%	-2.2	11%
Cc1ccc(C=O)c([B-](F)(F)F)c1	-3%	-2%	12%	1	-3%	-7%	-2.1	-8%
Cc1cccc(-c2nc(CN3CCCC(C(=O)NC4CCCCCC4)C3)c(C)o2)c1 (stereo not given)	-3%	3%	-2%	·	-5%	37%	-2.9	5%
CCN(CCCNC(=O)CCn1c(=O)[nH]c2ccccc2c1=O)c1ccccc1	7%	2%	5%	·	-6%	18%	3.5	0%
Cc1cccc(C)c1NC(=O)CN(C)C(=O)c1ccccc1Cc1ccccc1	0%	9%	41%	-3	-2%	24%	-0.7	-11%
CCOc1ccc(S(=O)(=O)NCCC(=O)NCCOc2ccccc2)cc1	-4%	5%	2%	-1	-4%	14%	0.9	-3%
O=C(C1CCN(S(=O)(=O)c2cccc3nsnc23)CC1)N1CCc2ccccc21	-9%	-16%	2%	-5	0%	40%	-2.7	4%
CCc1sc(C(=O)N2CCc3cc(OC)c(OC)cc3C2CC(=O)O)cc1C (stereo not given)	13%	-1%	6%	1	-14%	8%	0.2	-3%
COc1cc2c(C(=O)N3CCN(c4ccccc4C)CC3)c(C)oc2cc1Br	-29%	1%	4%	-2	-6%	·	-0.2	8%
O=C(O)Cn1cnc2scc(-c3cccs3)c2c1=O	-16%[57.1 µM]	18%	0%	-1	-19%	16%	0.1	0%
CC(=O)c1ccc(NC(=O)CSC(=S)N2CCCC2)cc1	-4%	?	6%	9	3%	·	-2.4	-9%
Cc1c(NC(=O)c2ncn[nH]2)cccc1-c1nc2ccccc2s1	-29%	11%	-9%	-10	-5%	·	-0.7	0%
C=CCN1C(=O)CS/C1=C(\C#N)S(=O)(=O)c1ccc(C)cc1	?	-6%	4%	-26	-2%	19%	1.9	-2%
Cc1ccc(O)c(N=Cc2ccc(C)s2)c1	-6%	-18%	3%	3	-3%	·	1.4	3%
CCOC(=O)c1[nH]c2ccccc2c1NC(=O)c1cc(OC)c(OC)c(OC)c1	2%	2%	11%	·	-5%	4%	-0.9	4%
Cc1ccc(N2C(=O)c3ccc(C(=O)N4CCN(c5cccc(C)c5C)CC4)cc3C2=O)cc1	13%	-2%	0%	1	0%	19%	-2.5	5%
COc1ccc2cc(C)c3nnc(SCC(=O)Nc4nc(-c5ccc(F)cc5)cs4)n3c2c1	9%	8%	-2%	8	-3%	·	-0.4	-11%
O=[N+]([O-])c1ccc(NN=Cc2ccccc2)nc1	0%	-12%	11%	-1	12%	·	-4.6	-26%
COc1cc(OC)cc(N(C(=O)c2ccco2)C(C(=O)NC2CCCC2)c2ccc(N3CCOCC3)cc2)c1 (stereo not given)	-1%	-14%	-2%	2	-3%	31%	-0.3	13%
C[C@H]1CN([C@@H](C)CO)C(=O)c2cc(NC(=O)C3CCCCC3)ccc2O[C@H]1CN(C)S(=O)(=O)c1ccccc1	-3%	-1%	-13%	-1	-10%	39%	-0.1	-28%
COc1ccccc1-c1nnc2sc(-c3cc4ccccc4o3)nn12	-3%	-2%	-7%	1	-2%	-4%	-1.8	3%
